# AMA1-RON2 inh = inhibitors of Plasmodium falciparum AMA1-RON2 interaction; AlphaScreen AMA1-biotinylated RON2 peptide binding; Potency, µM (doses to about 58.2 µM), for the others: at the highest dose activity change, negative = inhibition, hits mostly inhibitors; hit rate 0.2% among 360,000; AID 720542; active = well fitted inhibition curve with a large enough effect; inconclusive = small, poorly fitted or top-dose-only effect; inactive = no such curve, though single readings can be large or run the other way;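 note: potency is the fitted concentration of half-maximal effect; 0% = vehicle wells and -100% = peptide control; nearly all actives have a fitted effect of over 45% in size; some results filed as inactive show a strong effect at the top dose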
#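 AMA1 (3D7) with his tag at 25 nM final met compounds first, then biotinylated RON2 peptide at 25 nM; detection used donor plus acceptor beads, 10 µg/mL apiece, read by AlphaScreen after 30 min at room temperature.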
# HCMV antiviral = inhibitors of human cytomegalovirus | HFF cells, HCMV-luciferase reporter, 72 h; stronger effect = lower value | activity change, negative = inhibition, % at 57.5 µM | hit rate 4.5% among 410,000; in the data active = activity change below about -60%; inconclusive = no clear call, values can overlap the other calls; inactive = above about -39%
#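 Human foreskin fibroblasts infected with luciferase-reporter HCMV at MOI 1 PFU/cell, compounds at two doses. Luciferase measured 72 h post infection; normalized to buffer-only basal and Salinomycin (10uM) controls.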
# An asterisk follows results filed as active; ? = inconclusive; [ ] = remark or other dose. Unless noted, % is set by controls: 0 for no effect and ±100 for the full control effect.
SMILES,AMA1-RON2 inh,HCMV antiviral
Cc1cc2oc(=O)cc(CN(Cc3ccccc3)Cc3ccccc3)c2cc1Cl,-2%,-3
Cc1ccc2nc(NCCCO)[nH]c2c1,-1%,47
CC1(C(=O)NS(=O)(=O)c2cccc(C#N)c2)CCN1C(=O)CCc1ccccc1 (stereo not given),3%,25
Cc1cccc(CNC(=O)c2sc(=O)n(Cc3ccc(S(C)(=O)=O)cc3)c2C)c1,0%,-69*
CCOC(=O)C1(C)CCN1C(=O)c1cc(C)oc1C (stereo not given),5%,-10
NC(c1csc(Nc2ncccn2)n1)c1ccccc1Cl (stereo not given),0%,5
O=C1C(CCc2ccccc2)ON=C(c2cnccn2)N1Cc1ccc(F)cc1 (stereo not given),40%[activator],26
COCCCn1c(C(=O)Nc2ccc3c(c2)OCO3)cc2c(=O)n3cccc(C)c3nc21,-13%,4
CCOC(=O)Cc1csc(NC(=O)c2cnc3scc(C)n3c2=O)n1,5%,14
CCCCn1c(NCc2cc(C)ccc2O)nc2ccccc21,-18%,43
CCOC(=O)C(Cc1cc(N)c(Oc2ccc(OC)cc2)c(N)c1)NC(C)=O (stereo not given),-7%,6
O=C(NCc1ccccc1)[C@@H]1CCCN1C(=O)[C@@H]1CCCN1C(=O)c1cccs1,4%,3
O=C1c2cc([N+](=O)[O-])ccc2-c2cc(Cl)c(NC(=O)C(F)(F)F)cc21,-4%,41
CN(C)C(=O)c1cccc(-c2cccc(-c3nc(C(=O)NCc4ccccc4)cc4c3[C@H](CCO)N(S(=O)C(C)(C)C)C4)c2)c1 (stereo not given in full),-1%,19
CCCCn1nnnc1C(c1cc2ccccc2o1)N1CCN(CCN(C)C)CC1 (stereo not given),2%,-15
COc1cccc(-c2cnc3c(NC(C)=O)cc(-c4ccccc4OC)cn23)c1,-19%,-32
C=CCSc1nc2ccccc2n1S(=O)(=O)c1ccc(Cl)cc1,-4%,-3
CCN(CC(=O)Nc1c(F)cccc1F)C(=O)c1ccc(S(=O)(=O)N(CC)c2ccccc2)cc1,1%,32
CSc1ncccc1C(=O)OCC(=O)c1ccc(Cl)s1,9%,16
COc1ccc(/C=N/NC(=O)c2nnn(-c3nonc3N)c2C)cc1OC,-7%,5

# 5 compounds drawn at random from the list so far, as already listed:
SMILES,AMA1-RON2 inh,HCMV antiviral
CCN(CC(=O)Nc1c(F)cccc1F)C(=O)c1ccc(S(=O)(=O)N(CC)c2ccccc2)cc1,1%,32
CCOC(=O)C(Cc1cc(N)c(Oc2ccc(OC)cc2)c(N)c1)NC(C)=O (stereo not given),-7%,6
C=CCSc1nc2ccccc2n1S(=O)(=O)c1ccc(Cl)cc1,-4%,-3
COc1cccc(-c2cnc3c(NC(C)=O)cc(-c4ccccc4OC)cn23)c1,-19%,-32
Cc1cccc(CNC(=O)c2sc(=O)n(Cc3ccc(S(C)(=O)=O)cc3)c2C)c1,0%,-69*

# (continued)
SMILES,AMA1-RON2 inh,HCMV antiviral
COc1ccccc1CN1CC(C(=O)N(C)CCc2ccccn2)CCC1=O (stereo not given),-5%,10
COc1cc(/C=C2/SC(=S)N(CC(=O)NNC(=O)c3ccc(F)cc3)C2=O)cc(OC)c1OC,162%[activator],6
O=C(Cc1cccc(NC(=O)C2CCCN(C(=O)C3CCCCC3)C2)c1)Nc1ccc(C(=O)N2CCCCC2)cc1 (stereo not given),-7%,-8
Cc1cc2c(cc1C)-n1nnnc1C(N(Cc1ccccc1)Cc1ccccc1)C(=O)N2 (stereo not given),-2%,34
CC(C)C(=O)N1CCN(c2ccccc2NC(=S)NC(=O)c2ccco2)CC1,4%,10
COc1cc(OC)cc(-c2nnc(SCC(=O)N3c4ccccc4Sc4ccccc43)o2)c1,-3%,16
O=C(NC(c1ccc(Cl)cc1)c1ccccn1)C1CCN(CCOc2ccc(Cl)cc2Cl)CC1 (stereo not given),-2%,4
CSCCC(C(=O)Nc1c(C)cccc1C)n1c(-c2cc(C)cs2)nc2ccccc21 (stereo not given),6%,81
CC(C)C[C@@H](CN)NC(=O)c1nc[nH]c1C(=O)N[C@@H](C)C(=O)CNC[C@H](CC(C)C)NC(=O)c1nc[nH]c1C(=O)N[C@@H](Cc1ccccc1)C(=O)O,40%[activator],-14
O=C1Nc2ccccc2C1=Nc1ccc2[nH]c3ccccc3c2c1,?,4
O=C(NCc1ccco1)C(c1ccco1)N(C(=O)Cn1nnc2ccccc21)c1ccc2c(c1)CCC2 (stereo not given),-9%,-17
COc1ccc([C@H]2C[C@H](O)[C@@H](n3cc(C4CC4)nn3)CN2C(=O)C2CCCCC2)cc1,-6%,7
Cn1cnc(S(=O)(=O)N2C[C@@H](O)COC[C@@H]3O[C@H](CC(=O)NC4CCC4)CC[C@H]32)c1,6%,-22
CCc1ccc([C@@H]2C[C@H]3[C@@H](CN2S(=O)(=O)c2ccc(C)cc2)C(=O)C[C@@H](c2ccccc2)N3S(=O)(=O)c2ccc(C)cc2)cc1,-4%,-28
CCCCn1nnnc1C(c1cc2ccccc2o1)N(Cc1ccccc1)Cc1ccccc1 (stereo not given),-3%,-2
Cc1cccc(S(=O)(=O)N(C)C[C@@H]2OCc3cnnn3CCCC(=O)N([C@H](C)CO)C[C@H]2C)c1,12%,-11
CCCNC(=O)c1cc(C2CCCCN2C(=O)c2ccccc2)on1 (stereo not given),-4%,-4
COc1ccc(C(=O)/C=C/NCc2ccc(C)cc2)cc1,0%,-61*
Cc1nnc(SC(C)C(=O)c2c[nH]c3ccccc23)n1C1CC1 (stereo not given),9%,1
CC(C)C#Cc1ccc2c(c1)O[C@@H](CN(C)S(=O)(=O)c1cn(C)cn1)[C@@H](C)CN([C@H](C)CO)S2(=O)=O,0%,-16

# Brought forward from above: 2 entries, then new ones.
SMILES,AMA1-RON2 inh,HCMV antiviral
Cc1nnc(SC(C)C(=O)c2c[nH]c3ccccc23)n1C1CC1 (stereo not given),9%,1
CC(C)C#Cc1ccc2c(c1)O[C@@H](CN(C)S(=O)(=O)c1cn(C)cn1)[C@@H](C)CN([C@H](C)CO)S2(=O)=O,0%,-16
CCc1ccc(C(O)c2ncc(-c3ccc(C)cc3)[nH]2)cc1 (stereo not given),1%,-33
COc1ccc(/C=C2\C(=O)NC(=O)c3ccccc32)cc1OC,10%,-35
COc1cc2ccccc2cc1C(=O)N/N=C/c1cccs1,12%,-8
CC1(c2nnc(-c3cccc(Cl)c3)o2)CC(c2ccc(Br)cc2)=NO1 (stereo not given),1%,-32
O=C(NCc1ccc2c(c1)OCO2)c1ccccc1Cl,-2%,34
O=P(OC1=CCCCC1)(c1ccccc1)c1ccccc1,5%,-32
O=C(NC1CCCCC1)C(c1ccccc1)n1c(=O)c(-c2ccco2)nc2ccccc21 (stereo not given),-4%,5
Cc1ccccc1C(=O)N1Cc2cnnn2-c2ccccc2C1C#N (stereo not given),0%,-22
O=S(=O)(/N=S1\CC=CCN1S(=O)(=O)c1ccccc1)c1ccccc1 (stereo not given),-6%,-27
CC(C)(C)CC(=O)Nc1nc(C(N)Cc2ccc(C(F)(F)F)cc2)cs1 (stereo not given),68%[activator],-4
CNC(=O)C[C@@H]1C(=O)N(C2CCCCC2)CC1(C)C,3%,-7
COc1ccc(C(c2nnnn2Cc2ccccc2)N2CCN(C/C=C/c3ccccc3)CC2)cc1 (stereo not given),?,-20
COc1cccc(Nc2nc(C(N)Cc3ccc(F)cc3)cs2)n1 (stereo not given),31%[activator],7
Cn1ncc2c(NCCO)nc(Cl)nc21,7%,-28
O=C(CC[C@H]1O[C@@H](n2cnc3c(NC(=O)c4ccccc4)ncnc32)[C@H](O)[C@@H]1O)NCC1CCN(Cc2ccccc2)CC1,6%,22
O=C(Nc1nncs1)C1CCCC1,-2%,1
COc1cc(C=C(OC(C)=O)c2ccc3c(c2)OCO3)cc(OC)c1OC,-3%,63
COc1ccc(C(=O)Nc2cc(S(=O)(=O)N3CCCCC3)ccc2C)cc1,-11%,51
CCCS(=O)(=O)NC(=O)C1(C)CCN(C(=O)c2c(F)cccc2F)C1 (stereo not given),2%,-30
OC(c1cccc(Cl)c1)c1nc(/C=C/c2ccccc2)cs1 (stereo not given),1%,42

# Compound profiles, as listed above.
# COc1cc2ccccc2cc1C(=O)N/N=C/c1cccs1 is entered as AMA1-RON2 inh = 12%; HCMV antiviral = -8
# OC(c1cccc(Cl)c1)c1nc(/C=C/c2ccccc2)cs1 (stereo not given) is entered as AMA1-RON2 inh = 1%; HCMV antiviral = 42
# O=P(OC1=CCCCC1)(c1ccccc1)c1ccccc1 is entered as AMA1-RON2 inh = 5%; HCMV antiviral = -32

# Continuation:
SMILES,AMA1-RON2 inh,HCMV antiviral
O=C(CN1CCCCC1)N/N=C/c1cccc(C(F)(F)F)c1,-9%,-30
CC(C)C1Cc2[nH][nH]c(=O)c2C(c2ccc(Cl)cc2)O1 (stereo not given),84%[activator],-21
CC(C)CC1C(=O)N(Cc2cn(CC3CCCCC3)nn2)CCS(=O)(=O)N1Cc1ccc(-c2cccc(C#N)c2)cc1 (stereo not given),10%,4
COCCNC(=O)C1CCCN(Cc2ccc(-c3ccccc3)cc2)CC1 (stereo not given),-2%,-1
O=C(Nc1cccc(Cl)c1)c1csc(COCCO)n1,14%,28
CCCNC(=O)C1(C)CCN(C(=O)C(c2ccccc2)c2ccccc2)C1 (stereo not given),-1%,-27
CCCNC(=O)C1(C)CCCN(C(=O)c2ccc3ccccc3c2)C1 (stereo not given),-1%,16
Cc1cc(-c2ccccc2)cc(C)n1,9%,?
Cc1cc2nc(CN(C)C(=O)C3CCC(=O)N(C4CCCC4)C3)[nH]c2cc1C (stereo not given),10%,48
CCN1C(=O)[C@H]2[C@@H](c3ccc(OC)cc3)N[C@]3(CCCN(Cc4ccc(Cl)cc4)C3=O)[C@H]2C1=O,21%,12
CC1=C(C(=O)N2CCOCC2)CC(CC(=O)NCC2CCCCC2)C(=O)N1Cc1ccc(F)cc1 (stereo not given),-1%,0
COc1cccc(OC)c1C(=O)NCCNc1nc2cc(C)cc(C)c2cc1C#N,-3%,-28
CC(C)(C)OC(=O)N1CCCC(C(=O)Nc2cccc(C(=O)NCc3ccccc3)c2)C1 (stereo not given),-1%,-23
O=C(OC1CC2CC1[C@H]1CCCCN1C2=O)N1CCC(c2ccccc2)CC1 (stereo not given in full),-1%,28
CC(=O)Nc1ccc(CN(C)c2c(C)nc3ccc(C(=O)Nc4ccc(Cl)c(Cl)c4)cn23)cc1,0%,22
ON=C1c2ccccc2-c2cc(Br)ccc21,-18%,-64*
CCN(c1ccccc1)c1nc(Cl)nc2c1cnn2C,-11%,-18
COc1ccccc1N1CCN(C(=O)c2ccc3noc(-c4ccccc4)c3c2)CC1,16%,-27
CC(C)(C)S(=O)(=O)N1C[C@@H]2C(=CC[C@H]3C(=O)N(c4ccccc4)C(=O)[C@@H]23)[C@@H]1CCO,11%,-4
COc1ccc(OCc2nnc(SC(C)C(=O)Nc3ccc(N4CCOCC4)cc3)n2C)cc1 (stereo not given),5%,-10
O=C(Nc1nnc([C@@H]2C[C@H](O)[C@@H](CO)O2)s1)Nc1ccccc1C(F)(F)F,-5%,41
O=C(CN(CC(=O)N1CCOCC1)S(=O)(=O)c1ccc(Br)s1)N1CCOCC1,6%,-6
COc1ccc(-c2nc3ccc(Cl)cn3c2Cc2ccccc2C(F)(F)F)cc1OC,-14%,-17
CN(C)c1ncnc2c1ncn2C1CCCO1 (stereo not given),4%,20
CCOC(=O)N1CCC(NS(=O)(=O)c2cc3c(cc2Br)CCN3C(=O)CC)CC1,4%,5
CCCCOc1ccc(S(=O)(=O)NC(=O)C2(C)CCN2C(=O)c2cccc(F)c2)cc1 (stereo not given),14%,0
CCOC(=O)C1=C(N)n2c(s/c(=C\c3cccnc3)c2=O)=C(C#N)C1c1cccnc1 (stereo not given),4%,11
COCCCN1C(=O)C(CC(=O)NC2CC2)CC(C(=O)N2CCOCC2)=C1C (stereo not given),31%[activator],0
CCc1ccc(CN(C)C(=O)c2cc(COc3cncc(Cl)c3)on2)cc1,12%,3
CO[C@H]1CN(C)C(=O)c2ccc(NS(=O)(=O)c3ccccc3F)cc2OC[C@H](C)NC[C@@H]1C,-12%,7
Cc1ccccc1C(=O)N(C)[C@H]1C[C@H]2c3[nH]c4ccccc4c3CCN2C(=O)[C@H]1[C@H](C)O,-11%,2
COc1ccc(CCN(C)C(=O)c2cccc(S(=O)(=O)N3CCN(c4ccc(F)cc4)CC3)c2)cc1OC,-2%,?
C[C@@H]1CN([C@H](C)CO)C(=O)CCCn2nncc2CO[C@@H]1CN(C)S(=O)(=O)c1ccc2ccccc2c1,0%,-11
COc1ccccc1-c1cc(NC(C)=O)c2ncc(-c3ccc(S(C)(=O)=O)cc3)n2c1,2%,23
Nc1ccc(C(=O)c2ccc3c(c2)OCCO3)cc1N,7%,57
O=C1CCc2cccc(O)c2N1,17%,4
CC(=O)Nc1ccc(CN(C)c2c(C)nc3ccc(C(=O)NCCc4ccccn4)cn23)cc1,24%,-14
CCNC(=O)C1CCCN(C(=O)c2cnc3ccccc3n2)CC1 (stereo not given),6%,9
Fc1ccc(CNc2ccn3nc(-c4ccccc4)cc3n2)cc1,20%,115
CCOc1ccc2nc(NC(=O)c3cccc(N4C(=O)CCC4=O)c3)sc2c1,0%,?
CC1(Cc2cc(Cl)ccc2C(F)(F)F)C(=O)Nc2c(Cl)cccc21 (stereo not given),3%,-26

# Bioassay records: PubChem, National Center for Advancing Translational Sciences (NCATS)

# Only part of the results is shown; the hit share may differ from the screen's.
